Source: PubChem
XIAP antagonists: XIAP antagonists, biochemical, IAP family, fluorescence polarization (AID 1018) | XIAP BIR domain, fluorescence polarization peptide displacement; higher % means a stronger effect | displacement, % at 20 µM; hits with a dose series show IC50 in µM | actives 0.007% (n = 200,000); in the data active = displacement above about 50%; note: a part of the inactive calls stands beside numbers as strong as those of hits
AID2073: disruptors of CaV2.2 binding to Mint1 – biochemical, HTRF (AID 2073); HTRF protein-protein interaction, Mint1-CaV2.2; higher % means a stronger effect; inhibition, % at 20 µM; hits with a dose series show IC50 in µM; actives 0.19% (n = 290,000); in the data active = inhibition mostly above about 51%, no sharp cut-off; note: some results filed as inactive read as strong as hits
Dynein cargo inh: blocks dynein driven cargo transport along microtubules. AID 1381. actives 0.47% (n = 220,000). z-score, hits read low. 3617.4 mouse cells, GR-EGFP nuclear translocation imaging; test concentration mostly 20 µM; stimulated with dexamethasone, 1 µM; active compounds read low;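 active = plate z-score of nuclear minus cytoplasmic receptor signal below a set negative limit, without overly bright fluorescence or cell loss, cut at about -3.5 in these data, passing the limit was not always enough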;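 note: z-score of nuclear minus cytoplasmic ring GR-EGFP intensity difference per well; some compounds called inactive have numbers as strong as hits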
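Buffer or medium: tet-free, stripped-serum medium; Also added: dexamethasone, 1.0 µM final; Technique: high-content fluorescence imaging after fixation; Times: 48 h induction, 1 h compound, 30 min dex at 37 °C; Read-out: per-cell GR-EGFP intensity, nucleus versus surrounding cytoplasmic ring, well-averaged.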
SIAH1 antagonists: Siah-1 peptide-binding antagonists, primary screen, biochemical, fluorescence polarization, rhodamine-plectin, uHTS (AID 1817); displacement, % at 20 µM, or IC50 in µM where a hit was titrated; Siah-1 / rhodamine-plectin peptide fluorescence polarization; higher % means a stronger effect; actives 0.02% (n = 290,000);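 active = displacement of at least 50% at 20 µM, with a fluorescence ratio check between 0.3 and a set limit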;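 note: plate controls were Siah plus tracer with DMSO for no effect and tracer alone without Siah for full effect; strong numbers were not always called active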
human PMI inhibitors: MPI inhibition at elevated mannose 6-phosphate – biochemical, fluorescence intensity, high mannose 6-phosphate, primary screen (AID 1220); recombinant PMI enzyme, coupled fluorescence intensity; higher % means a stronger effect; inhibition, % at 20 µM, or IC50 in µM where a hit was titrated; actives 0.66% (n = 190,000)
PMI inhibitors: inhibitors of human PMI, primary screen, biochemical, fluorescence intensity, coupled assay (AID 1209); purified PMI enzyme, coupled fluorescence intensity; higher % means a stronger effect; one-dose inhibition, % at 20 µM; IC50 in µM for titrated hits; actives 0.42% (n = 190,000);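 note: plate controls were DMSO vehicle for no effect and wells lacking substrate for full effect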
LYP inhibition: inhibitors of LYP phosphatase, biochemical, fluorescence intensity, uHTS (AID 1779). recombinant LYP phosphatase, fluorescence intensity; higher % means a stronger effect. inhibition, % at 11.5 µM; hits with a dose series show IC50 in µM. actives 0.054% (n = 290,000);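 note: plate controls were vehicle with enzyme for no effect and no enzyme for full effect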
M1AAP inhibition: P. falciparum M1AAP inhibitors, biochemical, fluorogenic H-Leu-NHMec substrate, 1536-well (AID 1445) | actives 0.42% (n = 220,000) | recombinant M1AAP, H-Leu-NHMec fluorogenic kinetic assay; higher % means a stronger effect | inhibition, % at 30 µM; hits with a dose series show IC50 in µM;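 active = primary inhibition above the hit cutoff, then over 50% inhibition at one or more dose response concentrations, cut at about 23% in these data, passing the limit was not always enough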;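 note: plate controls were DMSO full reaction for no effect and no enzyme background for full effect; strong numbers were not always called active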
P. falciparum M17LAP: P. falciparum M17LAP inhibitors, primary screen, biochemical, fluorogenic H-Leu-NHMec substrate, 1536-well (AID 1619). recombinant M17LAP, H-Leu-NHMec fluorogenic kinetic assay; higher % means a stronger effect. inhibition, % at 30 µM, or IC50 in µM where a hit was titrated. actives 0.38% (n = 220,000);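 active = compound inhibiting the enzyme by more than half at any dose during confirmatory dose-response retesting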;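 note: plate controls were full reaction with DMSO carrier for no effect and no enzyme background for full effect; strong numbers were not always called active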
Dynein cargo inh cytoplasmic EGFP: further read-out of Dynein cargo inh, marked with its call; z-score; measured here: cytoplasmic GR-EGFP intensity; active compounds read high
Dynein cargo inh nuclear GR-EGFP: also measured in Dynein cargo inh; calls as there; z-score; measured here: nuclear GR-EGFP intensity;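 lower value marks the stronger effect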
Dynein cargo inh cell count: recorded beside Dynein cargo inh, whose call it bears; z-score; measured here: cell count per field
Starred values were filed as active, the others as inactive; . = not tested or not shown. Cut-off read from the data, not from the text of the source, unless noted: active = inhibition above about 50%; inactive = the rest.

Compound | XIAP antagonists | AID2073 | Dynein cargo inh | Dynein cargo inh cytoplasmic EGFP | Dynein cargo inh nuclear GR-EGFP | Dynein cargo inh cell count | SIAH1 antagonists | human PMI inhibitors | PMI inhibitors | LYP inhibition | M1AAP inhibition | P. falciparum M17LAP
CC12CCC(C(=O)Nc3cccnc3)(CC1=O)C2(C)C (stereo unspecified) | -1.0% | -6% | -0.28 | -0.31 | -0.2 | 0.72 | -1% | 2% | 8% | -8% | -1% | -1%
O=C(CC1Oc2ccccc2NC1=O)NCCCN1CCCC1=O (stereo unspecified) | -0.4% | 0% | 0.29 | -0.22 | 0.39 | 0.39 | -5% | 1% | -11% | -2% | 9% | -1%
Cc1ccccc1NC1=C(Cl)C(=O)OC1OC(C)C (stereo unspecified) | -4.0% | 7% | -0.36 | -0.24 | 0.47 | 0.46 | -4% | -3% | 2% | -4% | -6% | 4%
CCCn1nnnc1NC(=O)c1ccc(C)cc1Cl | -3.6% | -10% | 0.32 | -0.2 | -0.095 | -0.68 | 0% | 9% | 54%* | -7% | 1% | 1%
Cc1ccc(-c2[nH]c3ccccc3c2C(C[N+](=O)[O-])c2ccco2)cc1 (stereo unspecified) | -11% | 46% | -1 | -0.31 | -0.48 | 0.56 | -3% | -5% | 14% | -3% | 3% | 6%
COc1ccc(NC(=O)CC2SC(=N)N(c3ccccc3)C2=O)c(OC)c1 (stereo unspecified) | -3.5% | 2% | 0.86 | -0.11 | 0.53 | -1 | -6% | -3% | -5% | -4% | 1% | 17%
CCOc1ccccc1NC(=O)Nc1ccc(Br)cc1C | -4.3% | 10% | 0.37 | -0.12 | 0.51 | -0.89 | 0% | -7% | -6% | 0% | 6% | 7%
CC(C(=O)NC1CC(C)(C)NC(C)(C)C1)c1ccc([N+](=O)[O-])cc1 (stereo unspecified) | -5.5% | 6% | 0.079 | -0.31 | 0.32 | 0.75 | -2% | 5% | 3% | -12% | -5% | -3%
CCCCCNC(=O)c1ccccc1SC | -3.5% | 10% | 0.91 | -0.31 | 0.4 | 0.12 | 2% | -4% | -2% | -7% | 5% | 8%
COc1ccc(NC(=O)Cc2c(F)c(F)c(F)c(F)c2F)cc1OC | . | -7% | 3.1 | -0.62 | 1.3 | -2.2 | 1% | . | . | -10% | -5% | -9%
Clc1ncc(Cn2cccn2)s1 | -2.3% | -3% | -0.55 | -0.28 | 0.46 | 0.23 | -3% | -3% | -2% | -8% | 7% | 5%
c1ccc(C2OCC3(CO2)COC(c2ccccc2)OC3)cc1 (stereo unspecified) | -0.9% | 4% | -0.15 | -0.13 | -0.31 | 0.31 | -4% | -2% | -2% | -6% | 5% | 5%
CNC(=O)COC(=O)Cc1ccc(Cl)cc1 | -5.6% | -11% | 0.28 | 0.69 | 1 | -1.6 | 5% | -5% | -8% | -2% | 11% | -2%
COc1ccc(OC)c(NC(=O)Cn2c(=O)n(CC(=O)NCc3ccco3)c(=O)c3ccccc32)c1 | -7.4% | 2% | -0.11 | -0.072 | -0.2 | -0.0076 | 4% | -1% | 0% | -1% | 3% | 12%
Cc1nc(Cl)sc1C(=O)Nc1cccc2ccccc12 | -5.5% | 1% | -0.73 | -0.28 | -0.56 | 0.88 | -2% | 0% | -4% | -7% | 8% | 8%
CCOc1cc(C(=O)NCC2CCCO2)cc(OCC)c1OCC (stereo unspecified) | -3.0% | -1% | -0.51 | -0.23 | -0.37 | 0.42 | 0% | 6% | 10% | 5% | 4% | 8%
COc1ccc(C(=O)c2sc(NC(C)C)nc2N)cc1OC | -3.3% | 17% | 1.1 | -0.14 | -0.11 | -1.5 | -1% | -5% | -7% | -5% | 0% | 9%
CCCCNc1ccc(C(CC(N)=O)NC(=O)c2ccccc2)cc1[N+](=O)[O-] (stereo unspecified) | . | 9% | -0.6 | -0.76 | -0.21 | 0.31 | 6% | . | . | -6% | -1% | 2%
CC(=O)Nc1cccc(NC(=O)c2ccc(C(=O)Nc3cccc(NC(C)=O)c3)nc2)c1 | -7.1% | 35% | 5 | 0.25 | 2 | 2 | 3% | 38% | 7% | -6% | 1% | -4%
COc1ccc(S(=O)(=O)N2CCOC2CNC(=O)C(=O)NCc2cccnc2)cc1OC (stereo unspecified) | . | -1% | 0.49 | -0.17 | 0.84 | -0.5 | -2% | . | . | 4% | 12% | 2%
O=C(NCC1CCCO1)C1CC(=O)N(c2ccc(F)c(Cl)c2)C1 (stereo unspecified) | -2.1% | -2% | -0.85 | -0.28 | -0.39 | 0.72 | -4% | -4% | -4% | -6% | 18% | 8%
O=C(CN1C2CCCC1CC(NC(=O)C1CCCCC1)C2)NCc1ccc(F)cc1 (stereo unspecified) | . | 15% | 1.7 | -0.7 | 0.92 | -1.4 | -7% | . | . | -4% | -10% | -3%
COC(=O)N1CCN(c2ccc(OC)cc2)CC1 | -5.2% | 1% | -0.79 | -0.19 | -0.45 | 0.2 | 0% | 1% | 9% | -9% | 6% | -7%
Cc1nn2c(=O)c(NC(=O)c3ccc(F)cc3)cnc2s1 | -7.6% | -3% | -0.47 | -0.26 | -0.26 | 0.55 | 3% | -4% | -1% | -4% | 7% | 10%
COc1ccc(S(=O)(=O)n2ccc(-c3cnc(-c4ccccc4)s3)n2)cc1 | 1.4% | 15% | -0.21 | -0.21 | -0.57 | 1 | 0% | 6% | 12% | 5% | 1% | 2%
O=C(Nc1ccccn1)c1cccs1 | -6.5% | 34% | -0.44 | -0.16 | 0.065 | 0.18 | -3% | -16% | -14% | -10% | 4% | 4%
CCOC(=O)N1CCC(N2CCN(S(=O)(=O)c3ccc4ccccc4c3)CC2)CC1 | -2.8% | 7% | 0.39 | -0.25 | 0.98 | -0.23 | 0% | 1% | -3% | -5% | 1% | 12%
COc1ccc(C(=O)O)cc1N1C(=O)Nc2ccccc2N1O | -6.4% | 8% | 1.2 | -0.12 | 0.65 | -1.5 | 6% | -8% | -16% | -4% | -8% | -6%
COc1ccc(CC(=O)Nc2ccccc2N2CCCCC2)cc1OC | . | 0% | 0.19 | -0.29 | -0.13 | -0.0057 | -3% | . | . | -8% | -1% | -2%
COc1ccc(S(=O)(=O)NC2CCCC2)cc1Br | -3.6% | -4% | -0.023 | -0.28 | -0.21 | -0.29 | -2% | 5% | 4% | -6% | 0% | -4%
CCN(c1ccccc1)S(=O)(=O)c1cccc(C(=O)O)c1 | -1.7% | 11% | 0.12 | -0.23 | 0.29 | -0.61 | -1% | -9% | -2% | -7% | -1% | 4%
COc1ccccc1N1CCN(CCCCOc2ccc(F)cc2)CC1 | -11% | 1% | -0.67 | -0.27 | 0.23 | -0.013 | 0% | -1% | 11% | -9% | 2% | 4%
CCN1CCN(Cc2c(C)[nH]c3ccc(OC)cc3c2=O)CC1 | -0.1% | 0% | -0.11 | -0.12 | -0.11 | -0.0076 | 2% | 6% | 9% | 1% | -1% | 12%
C/C=C/c1ccc(OCC(=O)NCc2ccccc2OC)c(OC)c1 | -2.7% | -15% | -0.61 | -0.23 | 0.44 | 0.04 | 21% | 7% | 14% | -6% | 4% | -2%
Cc1ccc(-c2noc(CSc3nnc(Cc4ccccc4)n3-c3cccc(C)c3)n2)cc1 | -0.1% | 8% | -0.66 | -0.12 | -0.12 | 0.18 | 2% | 11% | 20% | 5% | -3% | -2%
CC(C)(C)NC(=O)NC(=O)CN1CCN(c2ccccc2)CC1 | -5.0% | -3% | -0.37 | -0.36 | 0.058 | 0.44 | 4% | -4% | -10% | -9% | -4% | 1%
CC(=O)Cn1c(CN2CC(C)CC(C)C2)nc2c1c(=O)n(C)c(=O)n2C (stereo unspecified) | 1.2% | -8% | 0.16 | -0.11 | 0.4 | 0.68 | 5% | 0% | 3% | -7% | 4% | -4%
Cc1cc(C(F)F)n2nc(C(=O)NCc3ccccc3F)nc2n1 | -3.1% | 2% | -0.6 | -0.27 | -0.35 | -0.3 | 3% | 10% | 21% | 0% | 4% | -1%
Cc1ccc(NC(=O)CCCCCC2NC(=O)NC2C)cc1 (stereo unspecified) | -3.3% | -9% | 0.55 | -0.2 | 0.75 | 1.4 | -2% | -4% | 2% | -8% | 0% | 10%
Cc1ccc(CSc2nnc(-c3ccc4c(c3)OCO4)o2)cc1 | -6.4% | 1% | 0.63 | -0.089 | 0.73 | -0.12 | -10% | 10% | 18% | -5% | 5% | 4%
CC1(C)C(c2ccc(Cl)cc2)=[N+]([O-])C2(CCCC/C2=N\O)N1O (stereo unspecified) | -2.4% | -1% | -0.7 | -0.24 | -0.21 | 0.63 | 2% | 4% | 6% | -2% | -2% | 1%
Cc1nnc(SCC(=O)NC2CCCCC2)n1C1CCCCC1 | -5.5% | -4% | -1.1 | 0.074 | -0.5 | 0.55 | 10% | 9% | 4% | 1% | 4% | 10%
Cc1cccc(-c2noc(-c3ccccc3C(=O)NCc3ccco3)n2)c1 | . | 8% | 1.2 | -0.18 | 0.49 | -1.4 | -6% | . | . | -1% | 10% | 4%
O=C(O)/C=C/C(=O)Nc1ccc2c(c1)C(=O)c1ccccc1C2=O | . | 0% | 0.054 | -0.21 | 0.98 | -0.65 | -6% | . | . | -4% | 6% | 43%
Fc1ccc(C(CNC(=S)NC2CCCCC2)N2CCOCC2)cc1 (stereo unspecified) | -6.2% | 9% | -0.52 | -0.34 | -0.25 | 0.58 | -1% | -13% | -14% | 0% | 3% | -4%
Cn1/c(=N/N=C/c2ccc(Cl)c([N+](=O)[O-])c2)sc2ccccc21 | -5.4% | 4% | 0.9 | 0.16 | 0.81 | 0.68 | -4% | -9% | -5% | -8% | 1% | 20%
CCC(O)(CC)C(=O)NN(C(=O)Nc1csc2c1CCCC2)c1ccccc1 | 0.2% | -3% | 0.98 | -0.17 | 1 | -0.34 | 5% | 8% | 3% | -3% | 2% | 5%

Some of the entries above, reformatted:
compound: CNC(=O)COC(=O)Cc1ccc(Cl)cc1
  XIAP antagonists = -5.6%; AID2073 = -11%; Dynein cargo inh = 0.28; Dynein cargo inh cytoplasmic EGFP = 0.69; Dynein cargo inh nuclear GR-EGFP = 1; Dynein cargo inh cell count = -1.6; SIAH1 antagonists = 5%; human PMI inhibitors = -5%; PMI inhibitors = -8%; LYP inhibition = -2%; M1AAP inhibition = 11%; P. falciparum M17LAP = -2%
compound: COc1ccc(OC)c(NC(=O)Cn2c(=O)n(CC(=O)NCc3ccco3)c(=O)c3ccccc32)c1
  XIAP antagonists = -7.4%; AID2073 = 2%; Dynein cargo inh = -0.11; Dynein cargo inh cytoplasmic EGFP = -0.072; Dynein cargo inh nuclear GR-EGFP = -0.2; Dynein cargo inh cell count = -0.0076; SIAH1 antagonists = 4%; human PMI inhibitors = -1%; PMI inhibitors = 0%; LYP inhibition = -1%; M1AAP inhibition = 3%; P. falciparum M17LAP = 12%
